P. falciparum M1AAP: malaria alanyl aminopeptidase activity blockers – biochemical, fluorogenic H-Leu-NHMec substrate, 1536-well (AID 1445) | recombinant M1AAP, H-Leu-NHMec fluorogenic kinetic assay; higher % means a stronger effect | one-dose inhibition, % at 30 µM; IC50 in µM for titrated hits | 220,000 tested, 0.42% active;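 active means primary inhibition above the hit cutoff, then over 50% inhibition at one or more dose response concentrations, cut at about 23% in these data, passing the limit was not always enough; inconclusive means conflicting primary data, or primary hits not chosen for dose response; inactive means low primary inhibition, or under 50% at every dose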;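 further: plate controls were DMSO full reaction for no effect and no enzyme background for full effect; strong numbers were not always called active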
KOR beta-arrestin-1: KOR agonists, beta-arrestin recruitment, primary screen, cell-based, luminescence, uHTS (AID 1777); KOR beta-arrestin recruitment, luminescence; higher % means a stronger effect; activation, % at 10 µM, or EC50 in µM where a hit was titrated; 280,000 tested, 0.02% active; in the data active means activation above about 50%, passing the limit was not always enough; further: a part of the inactive calls stands beside numbers as strong as those of hits
NOD1 NF-kB reporter: inhibition of NOD1-driven NF-kB reporter – cell-based, luminescence, uHTS, primary screen (AID 1578); NOD1-driven NF-kB luciferase reporter cells, luminescence; higher % means a stronger effect; inhibition, % at 4 µM, or EC50 in µM where a hit was titrated; 290,000 tested, 1% active; in the data active means inhibition mostly above about 36%, no sharp cut-off; inactive means mostly below about 34%;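 further: HEK-293T reporter cells stimulated with the NOD1 agonist gamma-tri-DAP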
GPR55 beta-arrestin: selective activators of receptor GPR55 – imaging, U2OS cells, beta-arrestin-GFP redistribution, primary screen (AID 1961) | activation, % at 10 µM, or EC50 in µM where a hit was titrated | U2OS GPR55 beta-arrestin-GFP redistribution imaging; higher % means a stronger effect | 290,000 tested, 0.048% active;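 active means activation above 40% with more than 50 cells counted in the well; inconclusive means wells holding fewer than 50 cells, flagged as toxic or sparse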;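 further: U2OS osteosarcoma cells stably expressing GPR55 and beta-arrestin-GFP; plate controls were DMSO negative control for no effect and LPI positive control for full effect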
NOD2 inhibition: inhibition of NOD2-driven NF-kB reporter – cell-based, luminescence, uHTS, HEK293 (AID 1566); 290,000 tested, 0.63% active; one-dose inhibition, % at 4 µM; EC50 in µM for titrated hits; HEK293 NOD2/NF-kB luciferase reporter, luminescence; higher % means a stronger effect; further: many of its hits are not listed in these tables
AID2073: inhibitors of Mint1-CaV2.2 protein interaction, biochemical, HTRF (AID 2073). 290,000 tested, 0.19% active. one-dose inhibition, % at 20 µM; IC50 in µM for titrated hits. HTRF protein-protein interaction, Mint1-CaV2.2; higher % means a stronger effect; in the data active means inhibition mostly above about 51%, no sharp cut-off; inconclusive means no clear call, values can overlap the other calls; inactive means mostly below about 53%; further: some results filed as inactive read as strong as hits
Dynein cargo inh: blocks dynein driven cargo transport along microtubules; 3617.4 mouse cells, GR-EGFP nuclear translocation imaging; test concentration mostly 20 µM; stimulated with dexamethasone, 1 µM; hits give low values; z-score, hits read low; 220,000 tested, 0.47% active;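 active means plate z-score of nuclear minus cytoplasmic receptor signal below a set negative limit, without overly bright fluorescence or cell loss, cut at about -3.5 in these data, passing the limit was not always enough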;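 further: z-score of nuclear minus cytoplasmic ring GR-EGFP intensity difference per well; some compounds called inactive have numbers as strong as hits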
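Medium: Induction medium lacking tetracycline, stripped serum | Probe or stimulus: 1.0 µM final dexamethasone stimulus | Schedule: 48 h induction, then 1 h compound, then 30 min agonist, 37 °C | Signal: Automated 10x imaging of fixed Hoechst-stained cells | Evaluation: Per-cell GR-EGFP intensity, nucleus versus surrounding cytoplasmic ring, well-averaged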
KOR beta-arrestin-2: KOR antagonists, beta-arrestin recruitment, cell-based, luminescence, uHTS (AID 1778); KOR beta-arrestin recruitment, luminescence, antagonist mode; higher % means a stronger effect; inhibition, % at 10 µM; hits with a dose series show IC50 in µM; 290,000 tested, 0.091% active; further: strong numbers were not always called active
M17LAP inhibition: P. falciparum M17LAP inhibitors, primary screen, biochemical, fluorogenic H-Leu-NHMec substrate, 1536-well (AID 1619). recombinant M17LAP, H-Leu-NHMec fluorogenic kinetic assay; higher % means a stronger effect. one-dose inhibition, % at 30 µM; IC50 in µM for titrated hits. 220,000 tested, 0.38% active;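 active means compound inhibiting the enzyme by more than half at any dose during confirmatory dose-response retesting; inconclusive means strong single-dose inhibitors picked by rank but not retested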;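 further: plate controls were full reaction with DMSO carrier for no effect and no enzyme background for full effect; strong numbers were not always called active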
Dynein cargo inh cytoplasmic EGFP: also measured in Dynein cargo inh; calls as there; z-score; measured here: cytoplasmic GR-EGFP intensity; hits give high values
Dynein cargo inh nuclear GR-EGFP: further read-out of Dynein cargo inh, marked with its call; z-score; measured here: nuclear GR-EGFP intensity;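 lower value marks the stronger effect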
Dynein cargo inh cell count: second read-out of Dynein cargo inh, no call of its own (marks repeat the call); z-score; measured here: cell count per field
Active calls of the source: *; u = inconclusive; x = no result given; [ ] = another dose, or the depositor's remark. Unless noted, no stated cut-off is given here; in the data, active means inhibition above about 50%; inactive means the rest. A portion of the library (hit frequency here may not be typical).

Start of the listing, in advance:
Order of values – Dynein cargo inh cell count, KOR beta-arrestin-1, AID2073, NOD1 NF-kB reporter, P. falciparum M1AAP, Dynein cargo inh, Dynein cargo inh cytoplasmic EGFP, KOR beta-arrestin-2, GPR55 beta-arrestin, M17LAP inhibition, Dynein cargo inh nuclear GR-EGFP, NOD2 inhibition
Cc1ccc(Nc2ncc(C(=O)NCCCN3CCN(C)CC3)c3ccccc23)cc1Cl
  0.12, -3.4%, 6%, -23%, 8%, 0.12, -0.37, 13%, 0.6%, 4%, 0.36, 18%
CS(=O)(=O)N(Cc1ccc(C(=O)NC2CCCC2)cc1)c1ccccc1
  0.24, x, -5%, -4%, 9%, -0.01, -0.23, 13%, -0.2%, 1%, 0.0067, 23%

All compounds of this part, previewed entries included:
Order of values – Dynein cargo inh cell count, KOR beta-arrestin-1, AID2073, NOD1 NF-kB reporter, P. falciparum M1AAP, Dynein cargo inh, Dynein cargo inh cytoplasmic EGFP, KOR beta-arrestin-2, GPR55 beta-arrestin, M17LAP inhibition, Dynein cargo inh nuclear GR-EGFP, NOD2 inhibition
Cc1ccc(Nc2ncc(C(=O)NCCCN3CCN(C)CC3)c3ccccc23)cc1Cl
  0.12, -3.4%, 6%, -23%, 8%, 0.12, -0.37, 13%, 0.6%, 4%, 0.36, 18%
CS(=O)(=O)N(Cc1ccc(C(=O)NC2CCCC2)cc1)c1ccccc1
  0.24, x, -5%, -4%, 9%, -0.01, -0.23, 13%, -0.2%, 1%, 0.0067, 23%
Cc1ccc(-c2nn(-c3ccccc3)cc2C(=O)Nc2ccc(C(=O)O)cc2)cc1
  0.59, 2.5%, 12%, -9%, 7%, -0.65, -0.29, -22%, -0.8%, 8%, -0.14, -14%
Cc1cccc(NS(=O)(=O)c2cc3c4c(c2)CC(=O)N4CCC3)c1C
  x, 0.4%, 1%, -11%, x, x, x, -27%, -0.1%, x, x, 10%
COc1ccc(CCNC(=O)COc2ccc([N+](=O)[O-])cc2)cc1
  -0.82, -1.9%, 4%, -19%, 6%, -0.31, 0.7, -9%[20 µM], 0.6%, 1%, 0.7, 7%
COc1ccc(-c2[nH]ncc2-c2nc(C)cs2)c(O)c1
  -0.042, -1.4%, 24%, -19%, -1%, 0.056, -0.28, -3%, 0.7%, 13%, 0.28, -21%
CCOC(=O)c1c(NC(=O)c2cc3n(n2)C(C(F)(F)F)CC(c2ccccc2)N3)sc(C)c1C (centres undefined)
  -0.2, -2.4%, 16%, -39%, 2%, -0.42, -0.27, 17%, u, -4%, -0.31, 15%
CCOC(=O)c1sc(=NC(=O)c2ccc(Cl)s2)n(C)c1C
  0.9, 0.6%, 17%, -60%, -4%, 0.11, -0.35, -63%[20 µM], -0.1%, -1%, 0.57, -196%
CC1(C)CC(=O)C=C(NCCN2CCN(C(=S)NC3CCCCC3)CC2)C1
  0.52, 4.1%, -22%, -16%, 7%, -0.29, -0.32, -22%, 0.3%, 0%, -0.22, -2%
COc1cccc(NC(=O)c2sc3nc(N4CCOCC4)c4c(c3c2N)CCCC4)c1
  x, -1.0%, 27%, -30%, x, x, x, -21%, 0.2%, x, x, 32%
Cc1oc(-c2ccccc2Cl)nc1CS(=O)CC(=O)NCc1ccc(Cl)cc1 (centres undefined)
  x, -0.2%, -4%, -18%, x, x, x, -9%, -0.2%, x, x, -3%
COc1ccc(CN(C(=O)c2ccc(C)cc2)C2CCS(=O)(=O)C2)cc1 (centres undefined)
  x, 2.1%, -6%, -22%, x, x, x, -20%, -0.1%, x, x, 6%
Cn1c(=O)nc2n(Cc3ccccc3)c3cccc(Cl)c3cc-2c1=O
  -0.012, 5.1%, -10%, -29%, 7%, -0.43, -0.18, 17%, -0.1%, 6%, -0.35, 20%
COc1ccccc1CC1(C)NC(=O)N(CC(=O)Nc2cc(C)on2)C1=O (centres undefined)
  -2.8, -2.6%, 7%, -17%, 12%, 2.4, -0.14, 4%, 0.3%, 2%, 2.4, -3%
Cc1cc(C)c(NC(=O)C2CCCN2CCO)c(C)c1 (centres undefined)
  -0.46, -0.1%, 4%, x, -1%, 2.1, -0.24, 8%, 0.6%, -2%, -0.036, 10%
COc1ccc2[nH]c3c(NCc4ccco4)ncnc3c2c1
  -0.066, 0.2%, 10%, -26%, u, 0.47, -0.2, 17%, -0.1%, 0%, 0.36, -59%
CCOC(=O)C1CCN(Cc2nnc(-c3cccc(Br)c3)o2)CC1
  x, -4.2%, 17%, -6%, x, x, x, 21%, 0.6%, x, x, 8%
CNC(=O)CN(c1cc(C)ccc1C)S(C)(=O)=O
  -0.63, 1.9%, 5%, -19%, -3%, 0.42, -0.24, 24%, -0.1%, 5%, 0.48, 1%
Cc1ccc2c(c1)c1c(n2CC(O)CN2CCOCC2)CCCC1 (centres undefined)
  x, -1.2%, 8%, -18%, x, x, x, -23%[20 µM], 0.5%, x, x, 7%
Oc1ccc(C[C@@H]2CNC(=S)N2CCc2cc(C(F)(F)F)cc(C(F)(F)F)c2)cc1
  -0.6, -5.5%, 2%, 0%, 5%, 0.88, -0.78, 2%, 0.3%, 3%, 0.42, 5%
COc1ccc(CCN(C)C2CCCN(S(=O)(=O)c3ccc(C)cc3)C2)cc1OC (centres undefined)
  x, -2.5%, 7%, 11%, x, x, x, -13%[20 µM], 0.6%, x, x, 4%
Cc1ccc(-c2cnc3cc(C)nn3c2)cc1
  0.26, -1.1%, -2%, 13%, -8%, 0.046, -0.37, -3%, 0.6%, 2%, -0.54, -76%
CCn1c(=NC(=O)CN2C(=O)CCC2=O)sc2c(C)cc(C)cc21
  -1.6, -6.9%, 5%, 10%, 3%, 1.8, 0.029, -19%, -0.1%, 15%, 1.4, 21%
Cc1ccc(Cc2nc(-c3cccc(C)c3)no2)cc1
  0.85, -2.5%, -8%, -50%, -2%, -0.55, 0.19, 39%, 0.2%, 5%, 0.053, -47%
COc1ccc(C2CCN(Cc3cccnc3)CC2O)cc1 (centres undefined)
  -2.6, 0.6%, -4%, -6%, 7%, 3.1, 0.14, -30%, -0.3%, -9%, 2.3, 7%
O=C(CCc1ccccc1)NCCCN1CCOCC1
  -0.16, -1.7%, 0%, -10%, 3%, 1, -0.3, -5%, -0.3%, 3%, 0.29, 15%
CCCC1=C(C(=O)OCC)C(c2ccc(F)cc2)n2ncnc2N1 (centres undefined)
  0.21, -2.8%, -7%, -16%, -5%, -0.34, -0.22, 0%, -0.3%, 1%, -0.0022, 12%
COCCNC(=S)Nc1ccc2nc(N3CCN(C)CC3)cc(C)c2c1
  x, -2.7%, 0%, -1%, x, x, x, -2%, -0.1%, x, x, 13%
O=C(CC1C(=O)NCCN1Cc1ccc(F)c(F)c1)NCCn1cccn1 (centres undefined)
  -0.1, -0.4%, -8%, -50%, 3%, -0.045, -0.25, -14%, 0.3%, -1%, 0.55, -7%
CC(C)c1ccc(Nc2c([N+](=O)[O-])c(=O)n(C)c3ccccc23)cc1
  0.45, 1.2%, -4%, 15%, 2%, 0.27, -0.28, 28%, 0.4%, 5%, 0.08, 13%
CCOC(=O)COc1c(Br)cc(C2NC(=O)NC(C)=C2C(C)=O)cc1OC (centres undefined)
  -0.32, 4.4%, -12%, -12%, 0%, 0.63, -0.16, -5%, 0.5%, 5%, 0.26, 17%
CC(=O)Nc1ccc(-n2nnnc2SCC(=O)NCc2cccs2)cc1
  -1.2, x, -4%, -57%, -11%, 2, 0.0093, -17%[20 µM], -0.1%, -4%, 1.5, 6%
COc1cccc(NC(=O)N2CCC(NC(=O)C(Cc3ccccc3OC)NC(C)=O)CC2)c1 (centres undefined)
  x, -0.3%, -5%, -9%, x, x, x, -30%, -0.1%, x, x, 0%
COc1cccc(NC(=O)C2CCN(C(=O)NC3CCCCC3)CC2)c1
  x, 5.3%, 11%, -32%, x, x, x, -52%, -0.4%, x, x, 6%
COc1ccc(CN2CCCC(CO)(Cc3ccc(F)cc3F)C2)cc1 (centres undefined)
  x, 0.5%, 5%, 0%, x, x, x, 10%, -0.1%, x, x, -33%
COc1ccc(-c2cc(C(=O)OCC(=O)NC(C)(C)C)c3ccccc3n2)cc1
  0.24, 4.6%, 13%, -34%, 11%, -0.92, -0.18, -74%, 0.9%, -19%, -0.37, 1%
C=CCN=C1S/C(=C/c2cccc([N+](=O)[O-])c2)C(=O)N1CC=C
  1.3, -0.6%, 20%, -2%, 0%, -1.9, -0.0099, 24%, 0.1%, 6%, -0.62, 8%
CO/C=C\C=C/c1nnn(-c2ccc(Cl)cc2)n1
  0.71, 4.4%, 18%, -39%, 11%, -1.4, -0.29, -18%, -0.5%, 15%, -0.98, -8%
CC(C)O/N=C1\C(=O)N(c2ccccc2)c2ccccc21
  -0.61, -11%, 2%, 13%, -1%, 0.33, -0.21, 6%, 0.7%, -3%, 0.59, 17%
FC(F)Oc1ccc(NC(=S)NN2CCOCC2)cc1
  0.35, 4.2%, 9%, -23%, 2%, 1.3, -0.23, -45%, 0.0%, -6%, 1.2, -6%
CCCC(=NC(C)CC)C1=C(O)CC(c2ccccc2)CC1=O (centres undefined)
  x, 0.1%, 7%, -17%, x, x, x, -2%, 0.5%, x, x, 19%
Cc1nnc(SCc2cc(=O)[nH]c(N3CCN(C)CC3)n2)s1
  -0.71, -1.6%, -8%, -12%, -2%, 1.5, -0.23, -1%, 0.4%, 0%, 1.5, 7%
CCNC(=O)COn1c(SCC(=O)NCC)nc2ccccc2c1=O
  0.77, -1.6%, 0%, 3%, 5%, -1.1, -0.33, -3%, -0.2%, 20%, -0.37, 12%
COc1ccccc1NC(=O)c1ccc(NS(C)(=O)=O)cc1
  -1.2, -3.8%, -3%, -6%, 2%, -0.81, -0.098, 18%, 0.2%, 0%, 0.024, 27%
CNC(=O)N(O)C1N(/N=C/c2ccccc2OC)C(=S)SC1(C)C (centres undefined)
  x, -2.5%, 5%, 4%, x, x, x, -6%, 0.0%, x, x, 7%
